RGS4 inh – inhibitors of human regulator of G protein signaling 4; Transcreener GDP fluorescence polarization, RGS4-accelerated GTP hydrolysis; Potency, µM (highest dose often 114 µM), inactives show top-dose activity change, negative = inhibition, hits mostly inhibitors; actives 0.039% (n = 390,000); further: potency means the concentration at half of the fitted maximal effect; on the % scale 0 is the no-effect control and ±100 the full control effect; nearly all actives have a fitted effect of over 75% in size; some results filed as inactive show a strong effect at the top dose
Target sequence (P49798 whole entry, looked up): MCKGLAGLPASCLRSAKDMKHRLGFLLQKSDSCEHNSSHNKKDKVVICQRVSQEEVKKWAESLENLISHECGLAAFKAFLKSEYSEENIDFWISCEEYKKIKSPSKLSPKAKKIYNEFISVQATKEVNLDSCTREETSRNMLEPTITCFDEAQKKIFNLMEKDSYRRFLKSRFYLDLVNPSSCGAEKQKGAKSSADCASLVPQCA
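MLSMR compounds (23 nl, pin-transferred) preincubated 10 min at room temperature with a 500nM (2x) first reagent, then RGS4 at 900nM (2x) plus Transcreener GDP mix added; fluorescence polarization (620/688 nm) read before and after 90 min at 30 °C.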
ERG-DNA inh – ERG Ets/DNA interaction inhibition. P11308. fluorescence polarization, His-ERG Ets domain / labelled DNA. Potency, µM (highest dose often 76.9 µM), for the others: at the highest dose FP activity, negative = inhibition, hits mostly inhibitors. actives 0.028% (n = 370,000). AID 624246; active means well fitted inhibition curve with a large enough effect in the polarisation, with a control signal flat; inconclusive means small, poorly fitted or top-dose-only effect, or effect the other way, or a change in a side signal; inactive means no such curve, though single readings can be large or run the other way; the % refers to the polarisation;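 further: polarization taken with two DNA probes labelled with fluorescein and Texas red; potency means the concentration at half of the fitted maximal effect; % of control where 0% means no effect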
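His-tagged ERG Ets domain (1 uM in the protein solution; 300mM KCl, 50mM Tris-HCl, 1mM EDTA, 1mM DTT, pH 7.5) received compound, then a probe mix of 5 nM fluorescein-DNA and 100nM Texas-615-DNA. Fluorescence polarization was read for both dyes.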
12-LOX inh – blocks human arachidonate 12S-lipoxygenase; actives 1.1% (n = 580,000); purified 12hLO, xylenol orange hydroperoxide absorbance; Potency, µM (highest dose often 108 µM), without a hit: at the top dose activity change, negative = inhibition, usual class: inhibitors; P18054; further: potency means the concentration at half of the fitted maximal effect; on the % scale 0 is the no-effect control and ±100 the full control effect
Target sequence (P18054 whole entry, looked up): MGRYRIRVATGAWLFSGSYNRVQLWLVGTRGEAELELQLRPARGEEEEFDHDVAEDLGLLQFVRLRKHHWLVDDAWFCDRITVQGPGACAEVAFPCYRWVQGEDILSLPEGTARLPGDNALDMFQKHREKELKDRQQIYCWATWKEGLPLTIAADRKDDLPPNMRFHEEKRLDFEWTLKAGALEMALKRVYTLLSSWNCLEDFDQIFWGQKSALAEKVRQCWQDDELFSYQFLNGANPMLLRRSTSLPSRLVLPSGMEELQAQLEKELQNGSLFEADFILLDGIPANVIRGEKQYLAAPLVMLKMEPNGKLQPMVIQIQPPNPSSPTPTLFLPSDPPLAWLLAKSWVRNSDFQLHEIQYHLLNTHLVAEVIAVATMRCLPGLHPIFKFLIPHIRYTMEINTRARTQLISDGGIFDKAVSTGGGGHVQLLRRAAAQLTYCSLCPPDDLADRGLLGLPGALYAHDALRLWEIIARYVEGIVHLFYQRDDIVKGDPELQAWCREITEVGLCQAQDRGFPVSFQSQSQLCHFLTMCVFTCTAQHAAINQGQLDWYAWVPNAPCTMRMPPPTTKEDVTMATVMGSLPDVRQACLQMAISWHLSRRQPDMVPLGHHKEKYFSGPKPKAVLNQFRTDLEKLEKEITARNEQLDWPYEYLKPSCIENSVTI
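Purified human 12hLO at 150 nM in 25 mM Hepes, 0.01% Triton X-100, pH 7.0, preincubated 15 min at room temperature with compound. Reaction started with 40 uM arachidonic acid, 30 min at room temperature. Hydroperoxide measured by Fe-xylenol orange, 573/405 nm absorbance ratio.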
G9a block – inhibitors of human histone lysine methyltransferase G9a | G9a H3K9 monomethylation, AlphaScreen, 2 h | Potency, µM (series often up to 102 µM), for inactives: at the top dose activity, negative = inhibition, usual class: inhibitors | actives 8.8% (n = 350,000); further: potency means the concentration at half of the fitted maximal effect; on the % scale 0 is the no-effect control and ±100 the full control effect; nearly all actives have a fitted effect of over 75% in size
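Chemiluminescent proximity detection of H3K9 monomethylation, read after 10 min bead incubation in the dark. Reaction: 20 nM G9a, 500 nM biotin-H3K9 peptide, 20 uM SAM cofactor, 2 h, room temperature, following 15 min enzyme-compound preincubation.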
BAZ2B inh – blocks human BAZ2B; AlphaScreen BAZ2B-H3K14Ac peptide displacement; Potency, µM (highest dose often 114 µM), for inactives: top-dose activity change, negative = inhibition, hits mostly inhibitors; actives 4.4% (n = 360,000); AID 504333; further: potency means the concentration at half of the fitted maximal effect; on the % scale 0 is the no-effect control and ±100 the full control effect; nearly all actives have a fitted effect of over 60% in size
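BAZ2B 50 nM plus b-H3(5-23)K14Ac 50 nM, PBS pH 7.4/0.01% Tween-20, 30 min RT; compound added (max 110 uM), 30 min RT; streptavidin donor/Ni-chelate acceptor beads 10 ug/mL final, 20 min dark; AlphaScreen read.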
GLS inh – glutaminase GLS (human) inhibition | O94925 | GLS enzymatic activity, qHTS titration | Potency, µM (top dose mostly 45.5 µM), inactives show at the top dose activity change, negative = inhibition, most hits filed as inhibitors | actives 0.21% (n = 410,000) | AID 624170; further: potency means the concentration at half of the fitted maximal effect; on the % scale 0 is the no-effect control and ±100 the full control effect
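Two-point fluorescence kinetic (t0, 30 min RT) for hKGA; glutamate detected via glutamate oxidase–HRP–Amplex Red. Substrate: 1 mM L-glutamine solution; buffer 45 mM KH2PO4, pH 8.2.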
JMJD2A Tudor inh – inhibitors of human JMJD2A Tudor domain | O75164 | AlphaScreen JMJD2A-Tudor / H3K4me3 peptide binding | Potency, µM (highest dose often 114 µM), inactives show at the highest dose activity change, negative = inhibition, actives largely listed as inhibitors | actives 4.4% (n = 390,000); further: potency means the concentration at half of the fitted maximal effect; on the % scale 0 is the no-effect control and ±100 the full control effect; nearly all actives have a fitted effect of over 50% in size
PI4K2A block – PI4K2A (human) kinase inhibition. activity change, negative = inhibition, % at 76.9 µM. actives 0.13% (n = 420,000). AID 1346378. Q9BTU6. purified PI4K2A, ADP-Glo luminescence, 1 h; active compounds read low; in the data active means activity change below about -50%; inconclusive means mostly about -30% to -49%;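 further: -100% = wells without enzyme as full effect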
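Compounds are screened against recombinant PI4K2A using PI as substrate and ATP, the latter dispensed at 300 microM. Reactions run one hour at ambient temperature before ADP-Glo detection; full inhibition defined by wells lacking enzyme.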
HP1b binding inh – inhibitors of HP1-beta chromodomain binding to methylated histone tails; P83916; AlphaScreen HP1-beta / biotin-H3K9me3 peptide binding; Potency, µM (top dose mostly 114 µM), for inactives: at the top dose activity change, negative = inhibition, usual class: inhibitors; actives 0.56% (n = 390,000); AID 540317; further: potency means the concentration at half of the fitted maximal effect; nearly all actives have a fitted effect of over 70% in size; inactives centre near 23
Target sequence (P83916 whole entry, looked up): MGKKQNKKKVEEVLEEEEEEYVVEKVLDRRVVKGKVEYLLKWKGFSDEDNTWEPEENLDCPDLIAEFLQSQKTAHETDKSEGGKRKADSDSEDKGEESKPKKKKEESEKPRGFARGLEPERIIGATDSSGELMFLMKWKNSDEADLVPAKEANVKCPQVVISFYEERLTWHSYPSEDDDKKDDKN
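HP1-beta protein (50 nM final) preincubated 30 min at room temperature with biotinylated H3(1-18)K9me3 peptide (50 nM) in PBS pH 7.4, 0.01% Tween-20, then compound added for 30 min. AlphaScreen streptavidin donor/nickel chelate acceptor beads (10 ug/mL final), 30 min dark, luminescence read.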
An asterisk follows results filed as active; ? = inconclusive; / = no result given; & = joins results of further samples; [ ] = another dose, or the depositor's remark. Unless noted, the call rests on the fitted dose curve; in most records, active means well fitted curve in the direction sought with a large enough effect; inconclusive means small, poorly fitted or top-dose-only effect, or another doubt; inactive means no such curve, though single readings can be large; an effect the other way counts as inactive or inconclusive.

1. CC1CCN(Cc2c(C(=O)N/N=C/c3ccccc3O)nnn2-c2nonc2N)CC1
2. CCN(C(=O)c1nn(C)c2c1CSc1ccccc1-2)c1cccc(C)c1
3. Cc1cc(NC(=O)c2cccc(S(=O)(=O)N3CCCC3)c2)no1
4. CC1(C)c2[nH]c3ccccc3c2C[C@@H]2C(=O)N(Cc3ccc(F)cc3)C(=O)N21
5. CNC(=S)NNC(=O)c1cccn(Cc2ccccc2)c1=O
compound no.	1	2	3	4	5
RGS4 inh	-7%	-13%	41%	-20%	-23%
ERG-DNA inh	7%	-5%	-3%	/	10%
12-LOX inh	13%	?	-11%	-16%	2%
G9a block	-5%	-3%[59 µM]	-13%[59 µM]	/	10%
BAZ2B inh	2%	5%	9%	/	-9%
GLS inh	11%	8%	-2%	-1%	0%
JMJD2A Tudor inh	-10%	-3%	-14%	?	-7%
PI4K2A block	1	10	-3	-1	8
HP1b binding inh	18%[57 µM]	68%[activator]	11%	4%	50%[activator]

6. CC1=Nc2cc(C(=O)NCCCOC(C)C)ccc2Sc2ccccc21
7. O=C(O)CCc1ccc(-c2ccc(Cl)cc2)n1CCC(=O)O
8. Fc1nc(F)c(F)c(NCCCNc2c(F)c(F)nc(F)c2F)c1F
9. O=C(NCC(c1ccc(Cl)cc1)N1CCOCC1)c1ccccc1F (stereo not drawn)
10. Cc1cccc(C(=O)Nc2cccnc2Cl)c1
compound no.	6	7	8	9	10
RGS4 inh	-25%	-18%	-8%[56.9 µM]	-11%	-37%[56.9 µM]
ERG-DNA inh	-2%	/	-11%	-8%	1%
12-LOX inh	2%	?	-6%	-9%	3%
G9a block	11%[59 µM]	1%[59 µM]	62%[activator]	0%[59 µM]	/
BAZ2B inh	-19%	-38%	10%	-29%	0%
GLS inh	-1%	-15%	-6%	2%	11%
JMJD2A Tudor inh	-10%	-36%	17%	1%	?
PI4K2A block	0	-2	5	-3	9
HP1b binding inh	22%	31%	59%[activator]	60%[activator]	27%

11. O=C(COc1ccc2oc(-c3ccccc3)cc(=O)c2c1)Nc1ccccc1
12. Cc1nn(Cc2ccc(F)cc2)c(C)c1NC(=O)c1cccnc1Cl
13. Cc1cccc(C(=O)OCC(=O)NC(C)CCc2ccccc2)c1 (stereo not drawn)
14. CS(=O)(=O)c1ccc(Cl)c(NC(=O)COC(=O)C23CC4CC(CC(C4)C2)C3)c1
15. N#CC1(P(=O)(c2ccccc2)c2ccccc2)CCCC1
compound no.	11	12	13	14	15
RGS4 inh	-23%	4%	10%	5%	-4%
ERG-DNA inh	1%	-2%	-17%	-3%	-13%
12-LOX inh	-21%	-3%	-4%	56%[activator]	-13%
G9a block	-6%[59 µM]	-8%[59 µM]	6%	1%[59 µM]	19%[59 µM]
BAZ2B inh	2%	1%	12%	6%	4%
GLS inh	2%	-4%	2%	0%	2%
JMJD2A Tudor inh	-36%	-15%	-10%	5%	4%
PI4K2A block	-1	-1	0	6	3
HP1b binding inh	18%	37%[activator]	23%	29%	27%

The closing four records of the section before are carried over, then new ones follow:
Below each compound: RGS4 inh, ERG-DNA inh, 12-LOX inh, G9a block, BAZ2B inh, GLS inh, JMJD2A Tudor inh, PI4K2A block, HP1b binding inh
12) Cc1nn(Cc2ccc(F)cc2)c(C)c1NC(=O)c1cccnc1Cl
→ 4%, -2%, -3%, -8%[59 µM], 1%, -4%, -15%, -1, 37%[activator]
13) Cc1cccc(C(=O)OCC(=O)NC(C)CCc2ccccc2)c1 (stereo not drawn)
→ 10%, -17%, -4%, 6%, 12%, 2%, -10%, 0, 23%
14) CS(=O)(=O)c1ccc(Cl)c(NC(=O)COC(=O)C23CC4CC(CC(C4)C2)C3)c1
→ 5%, -3%, 56%[activator], 1%[59 µM], 6%, 0%, 5%, 6, 29%
15) N#CC1(P(=O)(c2ccccc2)c2ccccc2)CCCC1
→ -4%, -13%, -13%, 19%[59 µM], 4%, 2%, 4%, 3, 27%
16) S=C(NCc1ccc(Cl)cc1)Nc1ccc(Cl)cc1Cl
→ 20%, -8%, 1%, 24%[59 µM], -2%, 8%, -2%, 2, 14%
17) Cc1cc(C)nc(SCCCNCc2c(F)cccc2Cl)n1
→ -2%, 3%, 0%, ?, -37%, -1%, 1%, -7, 27%
18) NC(=O)Cn1c(=O)n(CCCCCC(=O)NCc2ccccc2Cl)c(=O)c2sccc21
→ 18%, -2%, -26%, 5%[59 µM], -2%, -8%, -12%, 3, 13%
19) FC(F)(F)c1ccc(/C=N/n2c(COc3ccccc3)n[nH]c2=S)cc1
→ -39%, 2%, ?, -5%[2.33 µM], ?, 6%, ?, 10, -16%
20) Cc1c(-c2ccccc2)sc(N)c1C(=O)N1CCOCC1
→ -16%[11.4 µM], -1%, ?, 4µM*, -28%, ?, 2%[11.4 µM], -28, ?
21) Cc1cccc(C)c1NC(=O)C(C)N1CCCC1 (stereo not drawn)
→ -1%, -7%, -3%, 2%, 5%, 2%, -3%, -11, 8%
22) COc1ccc(N2C(=O)CSC2c2cccc(F)c2)c(OC)c1 (stereo not drawn)
→ -11%, -13%, -19%, 48%[12.7 µM], 1%, 3%, -2%, 8, 14%
23) O=C(Cn1ccnc1[N+](=O)[O-])NCc1ccccc1
→ 2%, -7%, -10%, 19%[59 µM], -5%, 3%&-1%, -6%, 0&1, 20%
24) Cc1cccc(N2CCN(C(=O)C3CCC(CNS(=O)(=O)c4ccc(Br)s4)CC3)CC2)c1C (stereo not drawn)
→ 4%, 1%, ?, 3%[59 µM], -1%, 0%, -14%, 2, 34%
25) COC(=O)c1ccccc1NC(=O)C1CC=CCC1C(=O)O (stereo not drawn)
→ 27%, 1%, ?, 14%[12.7 µM], -5%, -19%, -22%, 0, 3%
26) O=C(NNc1cccc(Cl)c1)c1cccnc1Oc1ccccc1
→ -17%, -1%, ?, 16µM*, -5%, 7%, 5%, 0, 36%
27) CN(C)Cc1nnnn1-c1ccccc1
→ -1%, 6%[15.4 µM], 97%[activator], 5%, 0%, -4%, -10%, 11, 21%
28) CCc1cc(=O)oc2c3c(cc(OCC(=O)NCc4ccccn4)c12)OC(C)(C)CC3
→ -2%, -1%, 9%, -1%[12.7 µM], 2%, -4%, -13%, -3, 42%[activator]
29) O=C(CN1C(=O)c2ccccc2S1(=O)=O)Nc1ncccn1
→ 7%, 3%, -30%, -21%, 6%, 19%, -1%, 4, 43%[activator]
30) CN(C)CCCNC(=S)NCCNc1nc2cc3c(cc2cc1C#N)OCO3
→ 12%, 5%, -16%, ?, 3%, 5%, -5%, -8, 41%
31) O=c1[nH]nc(Cc2ccc(Cl)cc2Cl)c2ccccc12
→ -15%, 9%, 16%, 9%[12.7 µM], 9%, 11%, -14%, -7, 3%
32) CN1CCN(C(=O)C2CCC(CNS(=O)(=O)c3cccc4cccnc34)CC2)CC1 (stereo not drawn)
→ -25%, -2%, 0%, ?, -5%, -6%, -2%, -5, 60%[activator]
33) O=C(Nc1ccccn1)c1ccc(NC(=O)c2ccco2)cc1
→ -4%, -2%, 0%, -32%, -31%, -7%, -15%, 4, 53%
34) COc1ccccc1OCC(=O)N(Cc1cccs1)C1CCS(=O)(=O)C1 (stereo not drawn)
→ 0%, 0%, 0%, 8%[59 µM], 6%, 2%, -3%, -1, 20%
35) Nc1ccc(S(=O)(=O)NNC(=O)C(=O)NNc2ccccn2)cc1
→ 5%, -6%, 2%, 0%, ?, 32%[activator], -32%, 1, 59%[activator]
36) CC(OC(=O)CNC(=O)c1sc2ccccc2c1Cl)C(=O)NC1(C#N)CCCCC1 (stereo not drawn)
→ ?, 1%, 65%[activator], 16%[12.7 µM], 1%, 12%, -29%, 1, -14%
37) O=C(CNC(=O)Cc1ccc(Cl)cc1)NCC(=O)N1CCCCC1
→ 13%, 2%, -1%, 52%, -3%, -6%, -13%, 0, 47%[activator]
38) Nc1ccc(S(=O)(=O)N2CCCc3ccccc32)cc1
→ -7%, -5%, -2%, 8%, 14%, -8%, -9%, 2, 62%[activator]
39) O=[N+]([O-])c1ccc(N2CCN(c3ccc(O)cc3)CC2)cn1
→ -14%, -9%, ?, 11µM*, ?, 10µM*, ?, -8, ?
40) CCOc1ccc(CCNC(=O)Cn2nc(CC)n3c(cc4sc(CC)cc43)c2=O)cc1OCC
→ 28%, -1%, -19%, -35%[59 µM], -15%, -8%, -16%, -2, 12%
41) CC1CCCCN1CCCNC(=O)c1[nH]c2ccccc2c1Sc1ccc(Cl)cc1 (stereo not drawn)
→ 9%, 3%, -17%, ?, -33%, 2%, -15%, 2, 32%
42) COc1cc(CNCCO)cc(Br)c1OCc1cccs1
→ -4%, 4%, -12%, 49%[59 µM], -4%, -7%, -10%, 3, 46%
43) CC1(C)CC(=O)N(CC(=O)O)c2ccccc2S1
→ 6%, -9%, -3%, -44%, 4%, 2%, -10%, 6, 20%
44) COc1cc(N2C(=O)CSC2=S)cc(OC)c1OC
→ -26%, -1%, -3%, ?, -23%, 19%, -5%, -3, 59%[activator]
45) COc1ccc(/C=C2\CCOC2=O)cc1
→ -41%, 14%, 0%, 10%[0.0925 µM], 4%&9%, -5%, -3%, -1, 29%

Screening results from PubChem BioAssay.

Not all compounds are listed. The share of hits here may be higher or lower than overall.
